# MC4R ag barr = MC4R agonists recruiting beta-arrestin, primary screen, cell-based, luminescence, agonist arm of biased-ligand search | AID 540308, 2011 | U2OS MC4R beta-arrestin complementation; percent of melanotan II response, DMSO zero | Melanocortin receptor 4 (Homo sapiens), P32245 | 0.98% of 360,000 active | activation, % at 8.9 µM;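 active means activation above a per-plate cutoff, the mean activation of sample wells on that plate plus 3 SD, cut at about 8% in these data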
# MC4R antagonist = MC4R antagonists of cAMP signaling, primary screen, cell-based, TR-FRET, antagonist arm of biased-ligand search | Melanocortin receptor 4 (Homo sapiens), P32245 | MC4R-expressing cells, MTII-stimulated cAMP, LANCE TR-FRET | inhibition, % at 6.5 µM | 0.48% of 360,000 active | AID 540295, 2011;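 active means inhibition above its plate's cutoff, the mean of tested wells on that plate plus 3 SD, cut at about 29% in these data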;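 further: 0% = Melanotan II alone and 100% = Melanotan II plus saturating MCL0020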
#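 System: U2OS-MC4R stable cell line; Technique: Eu-cAMP/anti-cAMP TR-FRET, emission 671 nm; Repeats: single well per compound; Also added: Melanotan II; Dosing: one concentration, 6.5 µM nominal; Schedule: 30-min compound, 1-h challenge, 1-h detection, room temperature.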
# HTR2A ag = mouse Htr2a agonists via beta-arrestin recruitment, primary screen, cell-based, luminescence | 0.66% of 360,000 active | activation, % at 7.6 µM | 5-hydroxytryptamine receptor 2A (Mus musculus), P35363 | AID 624169, 2012 | CHO-K1 mHTR2A beta-arrestin complementation; percent of 30 µM serotonin response;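 active means activation above a run cutoff, the mean activation of all tested compounds plus 3 SD, cut at about 14% in these data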;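 further: 0% = plate median of compound wells and 100% = 30 µM serotonin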
# Target sequence (P35363 whole entry, looked up): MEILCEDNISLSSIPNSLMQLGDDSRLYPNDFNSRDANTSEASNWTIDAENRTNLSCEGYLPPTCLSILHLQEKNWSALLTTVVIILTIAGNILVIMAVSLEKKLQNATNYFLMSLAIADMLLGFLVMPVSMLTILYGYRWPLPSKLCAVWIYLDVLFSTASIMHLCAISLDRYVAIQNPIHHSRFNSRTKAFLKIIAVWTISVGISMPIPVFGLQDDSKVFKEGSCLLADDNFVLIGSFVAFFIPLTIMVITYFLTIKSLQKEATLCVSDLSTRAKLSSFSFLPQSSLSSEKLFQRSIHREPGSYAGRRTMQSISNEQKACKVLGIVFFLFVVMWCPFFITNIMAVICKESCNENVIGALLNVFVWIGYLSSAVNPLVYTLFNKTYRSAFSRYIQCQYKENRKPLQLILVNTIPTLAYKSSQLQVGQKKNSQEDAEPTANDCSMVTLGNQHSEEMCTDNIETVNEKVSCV
# PDI turbidity = inhibitors of human PDI, primary screen, biochemical, turbidity, single point, plate reader; Protein disulfide-isomerase (Homo sapiens), P07237; 0.052% of 350,000 active; inhibition, % at 10 µM; PDI insulin aggregation turbidity, A650, 90 min;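 active means mean inhibition across replicates of 30% or more, whatever share of single replicates reach that level; inconclusive means mean inhibition below 30% while every single replicate reaches 30%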;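 further: absorbance from insulin aggregation driven by PDI reduction with DTT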
# Target sequence (P07237 whole entry, looked up): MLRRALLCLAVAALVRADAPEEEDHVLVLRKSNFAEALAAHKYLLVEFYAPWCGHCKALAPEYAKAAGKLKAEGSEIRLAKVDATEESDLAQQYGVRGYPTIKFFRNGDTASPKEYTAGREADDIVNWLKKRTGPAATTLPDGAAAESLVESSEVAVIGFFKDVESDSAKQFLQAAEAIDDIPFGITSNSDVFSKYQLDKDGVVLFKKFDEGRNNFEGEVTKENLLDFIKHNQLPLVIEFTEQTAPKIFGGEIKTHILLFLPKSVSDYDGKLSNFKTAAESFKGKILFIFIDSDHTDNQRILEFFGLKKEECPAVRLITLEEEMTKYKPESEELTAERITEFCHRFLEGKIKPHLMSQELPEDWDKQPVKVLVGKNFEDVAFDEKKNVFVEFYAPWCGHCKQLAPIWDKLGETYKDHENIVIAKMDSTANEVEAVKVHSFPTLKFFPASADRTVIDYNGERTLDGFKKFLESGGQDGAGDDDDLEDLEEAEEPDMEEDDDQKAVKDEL
# Glyco luc inh = increase of ERlucT glycosylation luciferase signal, primary screen, N-linked glycosylation inhibitor project, D54 ERlucT cells, luminescence, set 2; D54 ERlucT glycosylation luciferase reporter, 24 h; percent of 100 nM tunicamycin response; reporter increase, % at 12.5 µM; 0.23% of 360,000 active;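 active means mean luciferase reporter signal, scaled so untreated is 0 and the glycosylation-blocking control 100, at or above a set limit in every replicate; inconclusive means mean reaches the limit but not every replicate does; inactive means mean below the limit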;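 further: luciferase carries N-glycosylation sites so blocking glycosylation raises the light; 0% = median of neutral control wells and 100% = median of 100 nM tunicamycin wells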
# CaV13 FRET inh = Disruptors of the CACNA1D IQ motif to Ca2+-dependent inactivation inhibitor domain association, primary screening, Förster resonance energy transfer in intact living …; inhibition, % at 12.3 µM; AID 743397; 0.098% of 340,000 active; HEK cells, CFP/YFP FRET ICDI-IQ, plate reader, 10 min; percent FRET-ratio fall versus neutral wells;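 active means mean replicate inhibition of at least 30% and at least 1% of replicates passing that level; inconclusive means only one of the two criteria is met; inactive means neither criterion is met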;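 further: 0% = median of the neutral control wells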
# ABCB6 inh 2 = ABCB6 transporter inhibitors, primary screen, K562-ABCB6 cells, flow cytometry, MLPCN library; ATP-binding cassette sub-family B member 6 (Homo sapiens), Q9NP58; K562-ABCB6 porphyrin accumulation, 1 h; hits give low values; fluorescence ratio to DMSO, % at 10 µM; 0.19% of 360,000 active; AID 602162, 2011;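 active means fluorescence ratio to DMSO below 75%, the collection mean minus 3 SD; inconclusive means too few cells collected in the well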;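 further: signal is porphyrin accumulated inside mitochondria; 100% equals median channel fluorescence of DMSO control wells; lower ratio means ABCB6 inhibition with less porphyrin fluorescence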
# H9c2 protect = cardioprotection against H2O2-induced cell death, primary screen, uHTS, H9c2 cells, ATPLite luminescence | 0.63% of 360,000 active | AID 588492, 2011 | H9c2 cardiomyocytes, H2O2 injury protection, 2 h | protection from H2O2 cell death, % at 20 µM;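 active means compounds giving at least 50% protection of heart cells from peroxide-induced death in the single-dose screen, raw or plate-pattern-corrected value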;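 further: 0% = DMSO wells with peroxide and 100% = DMSO wells without peroxide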
# Vif inh = HIV Vif self-association inhibitors, primary screen, imaging, HEK293T, single point; HEK293T cells, Vif self-association by quenched fluorescence, 24 h; inhibition, % at 7.49 µM; 0.35% of 340,000 active; AID 602346, 2012; in the data active means inhibition above about 50%, passing the limit was not always enough; inconclusive means no clear call, values can overlap the other calls; inactive means below about 31%; further: some results filed as inactive read as strong as hits
# aDG glyco up = activators of alpha-DG glycosylation, primary screen, uHTS, Pro5-aDG cells, AlphaScreen. activation, % at 10 µM. alpha-DG glycosylation AlphaScreen (IIH6); 0% Pro5, 100% B10-LARGE cell signal. 0.22% of 360,000 active. AID 624168, 2012;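 active means activation of at least 8% versus controls, or a plate z-score of at least 8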;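 further: Pro5 are CHO cells carrying HIG-tagged alpha-DG that lacks glycosylation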
# An asterisk follows results filed as active; ? = inconclusive; . = no result given; & = joins results of further samples. A portion of the library; count on the stated rates, not on these rows.
Compound	MC4R ag barr	MC4R antagonist	HTR2A ag	PDI turbidity	Glyco luc inh	CaV13 FRET inh	ABCB6 inh 2	H9c2 protect	Vif inh	aDG glyco up
CCN(CC)C(=O)c1ccc(NC(=O)COC(=O)c2ccc(Cl)s2)cc1	-4.0	-6	0	-14	3	-8	96	-6	-1	0.0
CC(=O)C1C2c3ccccc3O[C@@]1(C)N=c1s/c(=C/c3ccoc3)c(=O)n12 (some centres undefined)	0.3	0	1	-1	1	-4	99	17	.	-0.3
S=P(Nn1cnnc1)(c1ccccc1)c1ccccc1	-2.0	5	2	-1	4	4	88	3	5	0.5
O=C1NCN(c2ccccc2)C12CCN(C(c1ccccc1OC(F)(F)F)c1nnnn1Cc1ccccc1)CC2 (centres undefined)	.	.	2	.	-6	-6	92	-13	-5	0.4
COc1ccccc1CNC(=O)CCC(=O)N1C[C@H]2C[C@@H](C1)c1cccc(=O)n1C2	-3.3	-7	0	.	-3	.	95	2	2	-0.1
O=C1N=c2ccccc2=C/C1=C\c1c(O)[nH]c(=S)[nH]c1=O	-1.9	13	-1	0	0	-5	105	52*	29	0.1
COCCNC(=O)Cn1cc(C=C2C(=O)NC(=O)NC2=O)c2ccccc21	-0.6	-1	8	-5	1	-5	109	0	-2	-0.1
CC(=O)Nc1cc(C(=O)N2CCC3(CC2)OCCO3)ccc1S(=O)(=O)c1ccc(Cl)cc1	0.0	-7	5	-3	0	-7	89	2	5	0.0
CC(C)(C)C(=O)N1Cc2cc(N3CCOCC3)ccc2-n2nncc2C1	.	.	4	.	0	-10	95	0	-1	-0.1
CC(=O)OC1CCC2(/C=N/O)C(=CCC3C4CCC(=O)C4(C)CCC32)C1 (centres undefined)	0.1	3	5	0	-1	-5	106	0	-2	0.2
Cc1ccc2c(c1)C(c1ccccc1)NCC(=O)N2 (centres undefined)	-1.8	3	6	-6	1	.	103	-11	10	0.0
Cc1ccc(C2N(c3cc(C)on3)C(=O)C3CCCN32)cc1 (centres undefined)	-0.3	3	-3	23	0	-5	88	2	13	-0.1
CC(C)COP(=O)(OCC(C)C)C(O)c1cccnc1 (centres undefined)	-0.9	2	3	6	-1	-3	94	8	-2	-0.3
Cc1cc(OCC(=O)N2CCC(C(=O)NCC(C)C)CC2)c2c3c(c(=O)oc2c1)CCCC3	-1.3	15	10	-8	3	-2	104	7	-3	-0.1
O=C1Nc2ccc(Br)cc2C(c2ccccc2)=NC1O (centres undefined)	-0.4	4	-5	-31	2	-17	99	-2	-1	0.2
COc1ccc(C=C2C(=O)NC(=S)NC2=O)cc1	-1.4	9	9	10	1	-10	95	-2	-7	0.1
CC1CC(C)CC(C)C(O)C(C#N)=CC=CCC(C2CCCC2C(=O)O)OC(=O)CC(O)C(C)C1 (centres undefined)	-3.2	6	-1	-31	-19	-6	87	1	-9	-0.2
Cc1ccccc1-n1c(-c2ccco2)nc2ccccc2c1=O	-1.0	-2	-2	-2	1	-5	95	9	-8	-0.2
CN1Cc2ccccc2-n2nncc2C1	0.7	4	7	6	2	-6	98	5	.	0.6
Nc1ncc2[nH]cnc2n1	0.6&-0.1	-1&-53	6&-2	8&5	2&3	-5&-5	98&100	-5&-5	-2&-1	-0.1&0.1
CN(C)C(CNC(=O)Cc1c(Cl)cccc1Cl)c1ccccc1 (centres undefined)	3.1	2	-2	-7	-2	-5	103	2	0	2.6
O=c1[nH]c(=O)n(C2CCCCCC2)c(O)c1C=NCCCN1CCOCC1	-0.5	0	0	-1	2	-2	99	-9	1	1.4
O=[N+]([O-])c1ccc(Cl)c(Cl)c1Cl	2.1	-1	2	.	-2	.	94	1	1	-0.2
CCC1CCC(C)N(N=O)C1 (centres undefined)	1.5	5	3	0	-10	-6	101	6	0	0.1
Cc1cccc(-n2c(O)c(/C=N/Nc3nc4c(c(=O)n(C)c(=O)n4C)n3C)c(=O)[nH]c2=S)c1	-2.2	-3	2	-10	2	-6	99	9	-2	-0.1
O=C1C=C(N2CC2)c2ccccc2C1=O	0.7	-19	5	-38	4	-6	91	-15	-4	0.8
CNC(=O)OCCc1nccn1C	-3.0	0	3	1	2	-4	99	-2	-8	0.2
Cc1ncc(CN2CCCC(C(=O)c3cccc(OC(C)C)c3)C2)s1 (centres undefined)	-2.7	13	-1	-3	-1	7	105	-2	-4	0.5
C[n+]1c2ccccc2nc2ccc(NCCO)cc21	-2.2	-51	2	-6	4	-5	127	-11	?	0.3
Cc1cccc(-n2c(O)c(C=Nc3ccc(Br)cn3)c(=O)[nH]c2=O)c1	-1.9	-3	4	-2	0	10	102	12	-3	-0.2
O=C(O)C(Cc1cnc[nH]1)NS(=O)(=O)c1ccc(Cl)cc1 (centres undefined)	-1.3	8	2	-2	0	-2	99	12	0	0.0
O=c1[nH]c2ccccc2o1	-0.6	0	9	.	-1	.	97	-5	-7	-0.2
OCCOc1ccccc1	0.0	6	5	.	2	.	99	0	-7	0.0
O=C(O)CCn1cc(C=C2C(=O)NC(=S)NC2=O)c(-c2ccccc2)n1	-0.6	-6	-3	-1	-1	-7	103	-2	-2	0.4
COC(=O)C1=C(c2ccc(C(C)=O)cc2)C[C@@H]2CC[C@H]1N2C(=O)NC1Cc2ccccc2C1	-0.4	2	-4	3	-5	.	100	0	28	-0.2
Cc1oc(-c2ccccc2)nc1CN1C(=O)C(C)N=C(c2ccccc2F)c2cc(Cl)ccc21 (centres undefined)	2.8	12	-3	16	-5	-7	99	2	2	-0.3
CCC(C)n1c(O)c(/C=N/Nc2ccccc2)c(=O)[nH]c1=S (centres undefined)	-1.7	7	-4	4	2	-3	104	9	6	-0.1
COc1ccc(C)cc1NC1=NC(C)(C)CS1	-2.4	10	-3	-1	2	-16	95	0	8	0.1
Cc1ccc(CN2C(=O)CN=C(c3ccccc3)c3ccccc32)cc1	-1.5	-8	-8	20	-4	-2	103	1	0	-0.1
CC(=NCCC(c1ccccc1)c1ccccc1)c1c(O)n(C)c(=O)n(C)c1=O	0.8	18	2	2	0	-6	96	-12	-8	0.4
Cc1ccc(-c2nn(Cc3ccccc3)cc2C=O)cc1C	-1.6	13	-7	-2	-1	-5	93	-5	-13	0.6
COCCO[C@H]1CC[C@@]2(C)C(=CCC3C2CC[C@@]2(C)C3CC[C@]2(C)O)C1 (some centres undefined)	0.9	11	-2	0	-1	-10	109	-20	-14	0.7
Cc1cnc(NC(=O)CN2CCCCC2)s1	0.0	1	3	-3	0	-5	98	-11	-5	0.0
Cc1cc2c(cc1C)NP(=S)(c1ccccc1)N2	0.4	-3	-5	-3	-9	-5	97	-5	-5	0.1
C/C(CC(c1ccccc1)c1c(O)c2ccccc2oc1=O)=N\Nc1ccc([N+](=O)[O-])cc1[N+](=O)[O-] (centres undefined)	-0.8	-6	-4	1	0	-4	98	-6	26	-0.2
COc1ccc(C(=O)c2nc3ccccc3n2C(C)C)cc1	-0.7	7	-1	0	0	-4	96	9	3	0.0
Cc1cccc(NC(=O)C(C)N2CC=C(c3ccccc3)CC2)c1 (centres undefined)	6.3	14	-5	7	-1	-4	98	-9	-1	0.4
CCC(=NCC1CCCO1)c1c(O)n(-c2ccccc2C)c(=O)[nH]c1=O (centres undefined)	-0.8	13	-4	1	-1	-5	95	-2	-3	0.2
CC(=O)c1c(O)n(-c2cccc(Cl)c2)c(=O)[nH]c1=O (tested in a mixture with another compound)	-2.4	10	5	1	-1	9	98	-4	-14	0.1
CCCCn1c(NC(=O)c2ccc(Br)o2)c(C(=O)OCC)c2nc3ccccc3nc21	-3.2	-4	-6	12	11	-1	126	-3	0	2.9
CCCNS(=O)(=O)c1ccc(OCC(=O)N2CCN(Cc3ccc4c(c3)OCO4)CC2)c(C)c1	2.6	-1	2	2	-2	-3	96	-3	-16	0.3
CC(=O)Nc1ccc(OC(=O)N(C)c2ccccc2)cc1	-2.7	4	0	-1	0	-5	90	4	3	0.0
CC(C)COC(=O)N1Cc2ccccc2-n2nncc2C1	-0.2	14	-1	0	0	.	102	6	1	0.3
COc1ccc(OCC(=O)N2CCN(Cc3c[nH]c4ccccc34)CC2)cc1	0.0	4	26*	-3	-2	.	105	-8	-1	-0.1
CCCCS(=O)(=O)N1CCN(C(=N)N[N+](=O)[O-])CC1	-3.3	3	1	1	0	-7	109	11	9	-0.2
NS(=O)(=O)c1ccc(-c2ccc(C=C3C(=O)NC(=O)NC3=O)o2)cc1	2.1	-1	-2	-7	1	-6	94	-4	37	-0.1
CC(=O)C1(O)CCC2C3CCC4=C(Cl)C(=O)CCC4(C)C3CCC21C (centres undefined)	-0.5	4	-1	5	-4	-10	95	-2	-6	0.5
O=C1NC(=O)C2(C(=O)N1)C(c1ccc(F)cc1)NC(=S)NC2c1ccc(F)cc1 (centres undefined)	-0.1	-1	-2	0	2	-4	88	-3	-1	-0.1
CCN(CC)c1ccc(N=Cc2c(O)n(Cc3ccco3)c(=O)[nH]c2=O)cc1	11*	13	0	-2	5	-28	113	-3	-4	0.0
CC12CN3CC(C)(CN(C1)C31CCSCC1)C2=O	1.3	2	-2	-11	0	.	95	4	1	2.4

# (listing goes on)
Compound	MC4R ag barr	MC4R antagonist	HTR2A ag	PDI turbidity	Glyco luc inh	CaV13 FRET inh	ABCB6 inh 2	H9c2 protect	Vif inh	aDG glyco up
COP(=O)(CC(=O)O)c1ccccc1 (centres undefined)	-2.4	-1	2	4	0	-6	103	2	-2	0.5
CCN1CCN(CC(=O)c2c(C)n(Cc3ccccc3)c3ccc(OC)cc23)CC1	-1.6	-2	-2	0	-6	.	95	8	-7	-0.2
Cn1c[n+](C)cc1C(O)c1ccccc1 (centres undefined)	0.8&-1.4	7&1	6&1	1&0	-1&0	-8&-6	106&96	8&2	6&31	0.2&-0.1
CCN1CCN(Cc2cc3c(cc2[N+](=O)[O-])OCO3)CC1	-1.9	-2	5	3	0	-3	101	21	-9	-0.1
